ABCB1 inh – inhibitors of human ABCB1 transporter, ABCG2 counter-screen. CCRF-Adr cells, JC-1 efflux, flow cytometry. inhibition, % at 6.6 µM. 190,000 tested, 0.067% active. AID 1326; in the data active means inhibition above about 40%;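 further: 0% = vehicle and 100% = reference inhibitor; higher value means more JC-1 retained so stronger ABCB1 efflux block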
RGS8-Gao – modulates binding of RGS8 to human Galphao; P09471; multiplexed bead flow cytometry; actives lie on both sides; response (percent of control binding), % at 10 µM; 220,000 tested, 0.34% active; AID 1423; in the data active means response below about 60% or above about 140%; inactive means in between;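 further: Galphao activated as the GDP aluminium fluoride complex binding bead-coupled RGS8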
RGS7-Gao reg – modulates binding of RGS7 to human Galphao; 220,000 tested, 0.35% active; Multiplexed bead flow cytometry; actives lie on both sides; binding response (% of control), % at 10 µM; in the data active means binding response below about 49% or above about 150%; inconclusive means no clear call, values can overlap the other calls; inactive means in between;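 further: fluorescent Galphao held in activated GDP-AlF4 state binding bead-coupled RGS7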
Mcl-1 Bim block – disrupts Bim peptide binding to human Mcl-1; Q07820; Bead-based flow cytometry, Bim peptide-Mcl-1 binding; inhibition, % at 10 µM; 190,000 tested, 0.1% active; AID 1009;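 further: 0% = no compound tracer wells and 100% = peptide blocker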
Target sequence (Q07820 whole entry, looked up): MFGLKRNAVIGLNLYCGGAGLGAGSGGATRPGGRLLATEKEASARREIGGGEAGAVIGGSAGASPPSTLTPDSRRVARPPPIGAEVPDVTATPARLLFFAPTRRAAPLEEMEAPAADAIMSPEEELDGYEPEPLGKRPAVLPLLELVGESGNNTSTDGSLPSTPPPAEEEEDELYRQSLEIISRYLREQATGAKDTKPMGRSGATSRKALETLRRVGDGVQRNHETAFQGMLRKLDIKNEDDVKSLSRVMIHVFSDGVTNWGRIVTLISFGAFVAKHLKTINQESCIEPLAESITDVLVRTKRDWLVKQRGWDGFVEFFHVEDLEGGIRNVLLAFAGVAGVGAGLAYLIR
Bim-Bcl-XL – disrupts Bim peptide binding to human Bcl-XL; Q07817; bead flow cytometry, fluorescence; inhibition, % at 10 µM; 190,000 tested, 0.04% active; AID 1007
Bfl-1 Bim block – inhibitors of Bim-Bfl-1 interaction, human. AID 1008. Bead-based flow cytometry, Bim-Bfl-1 binding inhibition. inhibition, % at 10 µM. 190,000 tested, 0.12% active. Q16548;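 further: 0% = wells without compound plus tracer and 100% = blocker peptide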
RGS4-Gao reg – modulates binding of RGS4 to human Galphao | P09471 | Multiplexed bead flow cytometry; actives lie on both sides | binding response (% of control), % at 10 µM | 220,000 tested, 0.33% active; in the data active means binding response below about 49% or above about 150%; inactive means in between;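 further: fluorescent Galphao activated with aluminum fluoride binding bead-coupled RGS4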
Bcl-B Bim block – inhibitors of Bim-Bcl-B interaction, human; inhibition, % at 10 µM; 190,000 tested, 0.073% active; bead-based flow cytometry, Bim peptide-Bcl-B binding;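 further: 0% = tracer peptide without compound and 100% = reference inhibitor peptide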
Target sequence (Q9HD36 whole entry, looked up): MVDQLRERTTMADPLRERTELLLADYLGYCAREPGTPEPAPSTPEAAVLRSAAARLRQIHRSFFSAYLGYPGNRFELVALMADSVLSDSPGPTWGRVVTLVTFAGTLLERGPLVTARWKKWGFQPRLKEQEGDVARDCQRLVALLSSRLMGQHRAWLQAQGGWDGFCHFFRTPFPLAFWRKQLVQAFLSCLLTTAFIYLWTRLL
Bcl-2 Bim block – disrupts Bim peptide binding to human Bcl-2; P10415; Bead-based flow cytometry, Bim peptide-Bcl-2 binding; inhibition, % at 10 µM; 190,000 tested, 0.06% active; AID 950; in the data active means inhibition above about 40%; inconclusive means no clear call, values can overlap the other calls;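 further: 0% = no compound wells with probe peptide and 100% = reference peptide inhibitor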
Target sequence (P10415 whole entry, looked up): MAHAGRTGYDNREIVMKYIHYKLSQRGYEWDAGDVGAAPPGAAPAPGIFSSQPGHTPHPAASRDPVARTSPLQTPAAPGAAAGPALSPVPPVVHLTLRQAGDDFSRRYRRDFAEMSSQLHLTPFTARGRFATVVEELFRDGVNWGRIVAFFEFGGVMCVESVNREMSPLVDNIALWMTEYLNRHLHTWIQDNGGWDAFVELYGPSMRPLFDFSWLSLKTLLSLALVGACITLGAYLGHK
ABCG2 block – blocks JC-1 efflux by human ABCG2 transporter; IgMXP3 cells, flow cytometry; 190,000 tested, 0.1% active; Q9UNQ0; inhibition, % at 6.6 µM;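 active means inhibition above 80%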;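 further: 0% = DMSO and 100% = nicardipine control wells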
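Assay system – ABCG2 IgMXP3 and barcoded ABCB1 CCRF-Adr cell mix · Input – 3 million cells/mL in well · Reagent – JC-1 fluorescent substrate · Compound – single test compound dose, 6.6 µM final · Timing – 10 min exposure at 25 °C with rotation, no wash · Detection – flow cytometry of retained JC-1 fluorescence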
Bcl-W Bim block – human Bim-Bcl-W interaction inhibition; Q92843; bead-based flow cytometry, Bim peptide-Bcl-W binding; inhibition, % at 10 µM; 190,000 tested, 0.02% active;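 further: 0% = bound tracer without compound and 100% = peptide blocker; higher means less fluorescent Bim peptide bound to Bcl-W beads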
Target sequence (Q92843 whole entry, looked up): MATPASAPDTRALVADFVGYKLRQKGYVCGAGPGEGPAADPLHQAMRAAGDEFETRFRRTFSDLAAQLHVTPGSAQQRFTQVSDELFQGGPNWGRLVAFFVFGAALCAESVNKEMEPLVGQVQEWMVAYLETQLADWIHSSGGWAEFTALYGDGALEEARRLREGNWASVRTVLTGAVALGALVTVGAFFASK
Numbers without * were called inactive; ? = inconclusive. Unless noted, no stated cut-off is given here; in the data, active means inhibition above about 40%.

Sequence of screens – ABCB1 inh, RGS8-Gao, RGS7-Gao reg, Mcl-1 Bim block, Bim-Bcl-XL, Bfl-1 Bim block, RGS4-Gao reg, Bcl-B Bim block, Bcl-2 Bim block, ABCG2 block, Bcl-W Bim block
- CCOc1ccc(C2CC(=O)NC(SCC(=O)OC)=C2C#N)cc1 (stereo not drawn)
 : 0.1, 101.8, 97.5, 0.0, -5.0, -7.0, 100.6, -6.0, -8.0, -0.6, -3.0
- Cc1ccc(NC(=O)CN(C)C(=O)CCOc2ccccc2C)cc1
 : 0.2, 103.0, 101.4, -2.0, -5.0, -5.0, 102.3, -6.0, -6.0, 43.0, -5.0
- Nc1ccc2oc(-c3ccc4nc[nH]c4c3)nc2c1
 : -1.8, 102.3, 100.3, 0.0, 0.0, 0.0, 97.5, -3.0, 0.0, 0.0, 2.0
- CCN(CC)C(=O)CN(c1cccc([N+](=O)[O-])c1)S(=O)(=O)c1ccccc1
 : 0.9, 102.6, 106.9, 0.0, -5.0, -15.0, 102.2, -4.0, -5.0, 3.7, 0.0
- CSC1=NCCN1S(=O)(=O)c1ccc(Cl)cc1
 : -0.2, 99.9, 96.5, -4.0, -3.0, -2.0, 103.3, -1.0, 0.0, -1.2, -4.0
- Cc1ccc(S(=O)(=O)N2CCC(C(=O)NCCCN3CCCCCC3)CC2)cc1
 : 0.7, 100.0, 101.2, -1.0, -2.0, 0.0, 104.7, 0.0, -1.0, 2.6, -4.0
- COC(=O)c1cc(-c2ccccc2)n[nH]1
 : -5.4, 100.9, 98.4, 0.0, -2.0, 1.0, 97.3, -5.0, 2.0, -5.9, 0.0
- COC(=O)CSc1cc(C(=O)c2nccn2C)c2ccccc2n1
 : 0.4, 102.1, 104.0, -3.0, -14.0, -13.0, 105.6, -5.0, -2.0, 1.1, -1.0
- COc1ccc(C(=O)N(Cc2ccco2)C(C(=O)NC2CCCC2)c2ccc(O)cc2)cc1OC (stereo not drawn)
 : 0.3, 97.8, 102.1, 6.0, -5.0, -14.0, 99.4, -5.0, -1.0, 2.0, 0.0
- CCN(CC)CCNC(=O)NC1CCCCC1
 : -0.1, 102.7, 99.4, 0.0, -8.0, -10.0, 100.2, -6.0, -5.0, 0.0, 3.0
- CCOc1nc2ccccc2nc1C
 : 0.4, 104.9, 104.9, 3.0, 4.0, 4.0, 104.5, 3.0, 7.0, 0.7, 5.0
- Cc1nn(-c2ccccc2)c(C)c1/C=N/NC(=O)c1cc(-c2ccc(Br)s2)[nH]n1
 : 0.4, 101.8, 98.2, -1.0, 2.0, -10.0, 99.2, -2.0, -9.0, 5.1, 0.0
- CC(C)c1ccc(/C=C/C(=O)CCC(=O)O)cc1
 : -0.4, 98.7, 93.8, 1.0, -1.0, 1.0, 90.0, -2.0, 5.0, -0.5, -2.0
- O=C1OC(c2ccccc2)c2ccc3ccccc3c21 (stereo not drawn)
 : -0.1, 108.3, 100.2, -4.0, -4.0, -5.0, 100.9, -3.0, -8.0, 4.2, -2.0
- CCOC(=O)C1CCN(C(=O)COC(=O)COc2ccccc2OC)CC1
 : -0.2, 105.3, 101.6, -2.0, -4.0, -11.0, 100.8, -7.0, -7.0, -0.3, 0.0
- CCN(CC)c1ccc(/C=C(/C#N)c2nc3ccc(C)cc3[nH]2)c(OC(C)C)c1
 : 15.6, 100.4, 101.1, -6.0, 0.0, -15.0, 100.6, -14.0, -17.0, 31.0, -2.0
- O=C1CC(N2CCC(O)(c3ccc(Cl)cc3)CC2)C(=O)N1Cc1ccc(N2CCCC2=O)cc1 (stereo not drawn)
 : -0.4, 102.2, 103.3, -3.0, -2.0, -15.0, 105.0, -11.0, -10.0, 1.6, -1.0
- CC[n+]1ccc(C[n+]2ccccc2)c2ccccc21
 : 0.3, 92.0, 90.1, -1.0, -1.0, 3.0, 94.8, -3.0, 0.0, 1.9, 1.0
- CC(C)(C)c1csc(N/N=C/c2cccnc2)n1
 : 0.0, 89.7, ?, -2.0, -2.0, -5.0, 88.6, -4.0, -7.0, 3.3, -2.0
- Cc1c(C(=O)NC(C)C)c(-c2ccccc2)nn1-c1ccccc1
 : 0.8, 108.4, 109.2, -4.0, -6.0, 0.0, 98.2, -6.0, -3.0, 5.1, -3.0
- O=C(Nc1ccc2ccccc2c1)NC1CCS(=O)(=O)C1 (stereo not drawn)
 : 0.2, 101.0, 100.4, -2.0, -3.0, -7.0, 101.8, -5.0, 0.0, 0.9, -3.0
- CCOC(=O)c1c(-c2cccc3ccccc23)csc1NC(=O)C1C2CCC(O2)C1C(=O)O (stereo not drawn)
 : -0.4, 99.4, 96.8, -4.0, -6.0, -12.0, 97.7, -10.0, -3.0, 2.0, -3.0
- O=C(NNC(=S)NC(=O)c1cccs1)c1ccc(NC(=O)c2ccccc2)cc1
 : -1.7, 97.0, 92.8, 0.0, -4.0, -9.0, 97.2, -4.0, -5.0, -10.5, -1.0
- Cc1[nH]n(-c2ccccc2)c(=O)c1C=Nc1ccc2[nH]c(=O)[nH]c2c1
 : -0.8, 88.3, 86.8, -1.0, 0.0, 6.0, 90.0, 5.0, 0.0, -5.7, -1.0
- COCCNC(=O)c1ccc2c(c1)ncn2-c1ccc(F)c(F)c1
 : -0.1, 82.2, 92.1, -4.0, -1.0, -1.0, 92.2, 0.0, -1.0, 0.3, -2.0
- CCOc1ccc(NC(=O)CSc2nc(C)cc(C)n2)cc1
 : 0.4, 102.9, 100.6, -9.0, -11.0, -6.0, 101.1, -13.0, -2.0, 0.9, -10.0
- CC#CC[N+](C)(CC#CC)CC(=O)c1ccccc1
 : 0.4, 99.8, 98.3, 0.0, 0.0, -4.0, 102.0, 0.0, -1.0, -0.6, 0.0
- COc1ccc(OC)c(NC(=O)CSc2nnc(Cn3nnc4ccccc43)n2C)c1
 : 0.7, 102.0, 102.5, -5.0, -3.0, -1.0, 101.5, -3.0, -5.0, 4.2, -3.0
- CC(C)(C)N(NC(=O)c1ccccc1)C(=O)c1ccc(C(=O)N(NC(=O)c2ccccc2)C(C)(C)C)cc1
 : 0.2, 92.7, 93.5, -3.0, -8.0, -11.0, 96.9, -7.0, -5.0, 7.0, -6.0
- CCOC(=O)Cc1csc(NC(=O)CCNS(=O)(=O)c2ccc3c(c2)CCC(=O)N3)n1
 : 0.9, 97.7, 98.5, -6.0, -9.0, -22.0, 97.7, -12.0, -11.0, 11.0, -3.0

Two compounds drawn at random from those above:
Sequence of screens – ABCB1 inh, RGS8-Gao, RGS7-Gao reg, Mcl-1 Bim block, Bim-Bcl-XL, Bfl-1 Bim block, RGS4-Gao reg, Bcl-B Bim block, Bcl-2 Bim block, ABCG2 block, Bcl-W Bim block
- Cc1nn(-c2ccccc2)c(C)c1/C=N/NC(=O)c1cc(-c2ccc(Br)s2)[nH]n1
 : 0.4, 101.8, 98.2, -1.0, 2.0, -10.0, 99.2, -2.0, -9.0, 5.1, 0.0
- CC#CC[N+](C)(CC#CC)CC(=O)c1ccccc1
 : 0.4, 99.8, 98.3, 0.0, 0.0, -4.0, 102.0, 0.0, -1.0, -0.6, 0.0

Additional compounds:
Sequence of screens – ABCB1 inh, RGS8-Gao, RGS7-Gao reg, Mcl-1 Bim block, Bim-Bcl-XL, Bfl-1 Bim block, RGS4-Gao reg, Bcl-B Bim block, Bcl-2 Bim block, ABCG2 block, Bcl-W Bim block
- CCc1cccc(CC)c1NC(=O)c1ccc(-n2cncn2)nc1
 : 0.4, 100.2, 99.6, 0.0, -1.0, -4.0, 101.1, -1.0, -2.0, 1.2, 0.0
- CCNc1nc(SC(C(C)=O)C(C)=O)nc(N(C)C)n1
 : 0.7, 100.7, 99.9, -1.0, -1.0, -1.0, 102.0, 0.0, 0.0, 1.5, 0.0
- O=C1c2ccccc2C(Nc2cccnc2)N1Cc1ccccc1 (stereo not drawn)
 : -2.1, 99.6, 95.0, 0.0, -4.0, -10.0, 98.2, -6.0, -6.0, -1.5, 0.0
- COc1ccc(N2Cc3cccc(C(=O)NC(C)CCc4ccco4)c3C2=O)cc1 (stereo not drawn)
 : 1.0, 102.7, 88.3, -1.0, -3.0, -5.0, 94.7, -4.0, -7.0, 2.3, 0.0
- C=CCSC1=NN2CCS(=O)(=O)N=C2S1
 : 0.5, 100.6, ?, -1.0, 0.0, -4.0, 97.3, -2.0, -3.0, 5.6, -1.0
- c1ccc(-c2cnn3nnnc3n2)cc1
 : 0.4, 110.5, 113.9, -7.0, -5.0, -2.0, 118.0, -6.0, -8.0, 3.3, -4.0
- CCOC(=O)NN1C(=O)c2ccccc2NC1c1ccc(OC)cc1OC (stereo not drawn)
 : 0.6, 101.2, 98.7, 0.0, -2.0, -2.0, 98.3, -3.0, -4.0, 0.1, 0.0
- CCN(CC)S(=O)(=O)c1ccc(C(=O)NCc2ccc3c(c2)OCO3)cc1
 : 1.0, 98.5, 100.8, -1.0, 0.0, 0.0, 107.6, 0.0, 0.0, 3.5, -1.0
- Cc1cccc(N(CC(=O)NCC2CCCO2)C(=O)CCC(=O)Nc2cc(C)on2)c1 (stereo not drawn)
 : 0.2, 100.3, 102.5, -1.0, -3.0, -15.0, 100.9, -7.0, -8.0, 2.2, -2.0
- CC1=C(C(=O)N2CCOCC2)C(c2ccsc2)C2=C(CCCC2=O)N1 (stereo not drawn)
 : 0.2, 93.9, 88.2, 1.0, 1.0, 6.0, 89.3, 0.0, 6.0, -0.1, 0.0

Ordered by length of the SMILES (falling): part of the list above
Sequence of screens – ABCB1 inh, RGS8-Gao, RGS7-Gao reg, Mcl-1 Bim block, Bim-Bcl-XL, Bfl-1 Bim block, RGS4-Gao reg, Bcl-B Bim block, Bcl-2 Bim block, ABCG2 block, Bcl-W Bim block
- CC(C)(C)N(NC(=O)c1ccccc1)C(=O)c1ccc(C(=O)N(NC(=O)c2ccccc2)C(C)(C)C)cc1
 : 0.2, 92.7, 93.5, -3.0, -8.0, -11.0, 96.9, -7.0, -5.0, 7.0, -6.0
- CCOC(=O)Cc1csc(NC(=O)CCNS(=O)(=O)c2ccc3c(c2)CCC(=O)N3)n1
 : 0.9, 97.7, 98.5, -6.0, -9.0, -22.0, 97.7, -12.0, -11.0, 11.0, -3.0
- Cc1cccc(N(CC(=O)NCC2CCCO2)C(=O)CCC(=O)Nc2cc(C)on2)c1 (stereo not drawn)
 : 0.2, 100.3, 102.5, -1.0, -3.0, -15.0, 100.9, -7.0, -8.0, 2.2, -2.0
- CCN(CC)S(=O)(=O)c1ccc(C(=O)NCc2ccc3c(c2)OCO3)cc1
 : 1.0, 98.5, 100.8, -1.0, 0.0, 0.0, 107.6, 0.0, 0.0, 3.5, -1.0
- CC1=C(C(=O)N2CCOCC2)C(c2ccsc2)C2=C(CCCC2=O)N1 (stereo not drawn)
 : 0.2, 93.9, 88.2, 1.0, 1.0, 6.0, 89.3, 0.0, 6.0, -0.1, 0.0
- CCOC(=O)NN1C(=O)c2ccccc2NC1c1ccc(OC)cc1OC (stereo not drawn)
 : 0.6, 101.2, 98.7, 0.0, -2.0, -2.0, 98.3, -3.0, -4.0, 0.1, 0.0
- O=C1c2ccccc2C(Nc2cccnc2)N1Cc1ccccc1 (stereo not drawn)
 : -2.1, 99.6, 95.0, 0.0, -4.0, -10.0, 98.2, -6.0, -6.0, -1.5, 0.0
- C=CCSC1=NN2CCS(=O)(=O)N=C2S1
 : 0.5, 100.6, ?, -1.0, 0.0, -4.0, 97.3, -2.0, -3.0, 5.6, -1.0
- c1ccc(-c2cnn3nnnc3n2)cc1
 : 0.4, 110.5, 113.9, -7.0, -5.0, -2.0, 118.0, -6.0, -8.0, 3.3, -4.0
